Source: PubChem (The Scripps Research Institute Molecular Screening Center)
FBW7 activator: activators of human E3 ligase FBW7; Q969H0; AlphaScreen FBW7–phospho-cyclin E peptide binding, activator screen; normalized activity (activation), % at 26.1 µM; 650,000 compounds, 0.13% hits; AID 1259310; in the data active = normalized activity above about 1.9%;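 also: purified mutant Fbw7 with reduced substrate affinity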
Target sequence (Q969H0 whole entry, looked up): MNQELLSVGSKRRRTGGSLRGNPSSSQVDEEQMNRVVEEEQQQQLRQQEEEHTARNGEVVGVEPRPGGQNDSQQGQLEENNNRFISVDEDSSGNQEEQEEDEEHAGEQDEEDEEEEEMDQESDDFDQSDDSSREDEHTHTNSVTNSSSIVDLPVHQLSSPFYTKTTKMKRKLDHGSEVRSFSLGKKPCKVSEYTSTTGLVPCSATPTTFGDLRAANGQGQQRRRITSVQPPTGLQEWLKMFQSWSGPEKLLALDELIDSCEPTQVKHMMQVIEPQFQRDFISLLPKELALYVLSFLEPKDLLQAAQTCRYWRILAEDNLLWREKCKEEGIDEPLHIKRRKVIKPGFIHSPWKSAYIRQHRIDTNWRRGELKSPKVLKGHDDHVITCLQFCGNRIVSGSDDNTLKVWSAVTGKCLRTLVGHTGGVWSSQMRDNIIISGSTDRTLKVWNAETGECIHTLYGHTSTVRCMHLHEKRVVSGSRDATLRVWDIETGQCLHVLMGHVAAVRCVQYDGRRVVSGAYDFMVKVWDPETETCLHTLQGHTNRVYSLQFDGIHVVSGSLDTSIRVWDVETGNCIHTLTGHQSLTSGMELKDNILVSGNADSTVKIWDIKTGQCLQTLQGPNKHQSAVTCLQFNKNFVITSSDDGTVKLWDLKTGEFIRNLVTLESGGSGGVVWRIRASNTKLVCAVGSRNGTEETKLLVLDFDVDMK
GPR151 activ: activators of human GPR151; Q8TDV0; PathHunter beta-arrestin GPR151 cells, luminescence; activation, % at 11.2 µM; 650,000 compounds, 1% hits; AID 1508602; in the data active = activation above about 4.9%;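 also: 0% = median of compound wells and 100% = cells with positive control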
TEAD-YAP inh: TEAD-YAP interaction inhibition | HEK-TIYL cells, TEAD-Gal4/YAP UAS-luciferase luminescence | inhibition, % at 9.12 µM | 640,000 compounds, 1.4% hits | AID 1259422; in the data active = inhibition above about 32%;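 also: 0% = median of test compound wells and 100% = reference inhibitor wells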
MITF inh: blocks human microphthalmia-associated transcription factor. O75030. AlphaScreen MITF homodimerization, bead proximity signal. inhibition, % at 2.6 µM. 650,000 compounds, 0.91% hits. AID 1259374; in the data active = inhibition above about 50%;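 also: 0% = vehicle wells with protein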
Numbers without * were called inactive.

Values run as follows: FBW7 activator, GPR151 activ, TEAD-YAP inh, MITF inh
- O=C(OCC(=O)N1CCCC1=O)c1cccc2ccccc12
  0.0, 0.4, -6, -13
- COc1ccc(NC(=O)CSC2CC(=O)N(c3ccc(Cl)cc3)C2=O)cc1 (stereo unspecified)
  -0.1, 1.6, -3, -4
- CCCCSc1nnc2c(n1)OC(c1ccc3c(c1)OCO3)N(C(C)=O)c1ccccc1-2 (stereo unspecified)
  0.0, -0.6, 4, 2
- COc1ccc(CN2CCNC(=O)C2CC(=O)NCc2cccc(Cl)c2)c(F)c1 (stereo unspecified)
  -0.1, 0.6, 1, 4
- COc1ccc(NC(NC(C)=O)(C(F)(F)F)C(F)(F)F)c(OC)c1
  0.1, -1.8, -15, 21
- O=C(Nc1c2c(nn1-c1cccc(Cl)c1)CSC2)c1cccc(Cl)c1
  0.2, 0.1, 5, -5
- CCCCCOC(=O)c1c(C)oc2c1cc(NS(=O)(=O)c1ccccc1)c1ccccc12
  0.1, -1.3, 4, 10
- CCOc1ccc(C(=O)Nc2ccc(F)cc2F)cc1[N+](=O)[O-]
  -0.2, -0.2, -6, -4
- COc1ccc(CCNC(=O)CCc2nc3cccnc3n2Cc2ccccc2)cc1OC
  0.6, -0.3, -3, 19
- COc1ccc(C2CC(C(F)(F)F)n3nc(C(=O)Nc4ccccc4C)cc3N2)cc1OC (stereo unspecified)
  -0.1, 2.4, 10, 0
- COc1ccc(NC(=O)CN(c2ccccc2C)S(C)(=O)=O)cc1OC
  -0.3, -0.4, -1, -2
- Cc1ccc(Nc2nnc(SC(C)C(=O)N3CCC(C)CC3)s2)cc1 (stereo unspecified)
  0.0, 1.6, -1, 4
- CCOC(=O)C1(Cc2ccccc2)CCCN(S(=O)(=O)c2ccc(NC(C)=O)cc2)C1 (stereo unspecified)
  0.0, 2.3, -4, 2
- CCOC(=O)c1ccc(N2CCN(c3cccc(OC)c3)CC2)c(NC(=O)Nc2ccc(CC)cc2)c1
  0.4, 2.6, -3, 0
- NS(=O)(=O)c1ccc(NC(=O)CSc2nc3ccccc3s2)cc1
  0.9, 1.2, 14, 2
- COc1ccccc1CNC(=O)Cn1cnc2c1c(=O)n(C)c(=O)n2C
  0.0, -0.2, 7, -11
- c1ccc2c(c1)OCC(c1cnc3ccc(-c4cn[nH]c4)cc3n1)O2 (stereo unspecified)
  0.2, -0.4, -16, -7
- CCNc1cc(Nc2ccc(N3CCOCC3)cc2)nc(N)n1
  -0.3, -1.2, -5, 16
- COc1cc(NC(=O)c2nn3c(C(F)(F)F)cc(-c4ccc(OC)c(OC)c4)nc3c2Cl)cc([N+](=O)[O-])c1
  0.0, -1.2, -6, 2
- CC1(C)c2ssc(=S)c2-c2ccccc2N1C(=O)CN1CCCCC1
  -0.3, -0.5, -7, 20
- COC(=O)c1oc2ccc(OC)cc2c1N
  0.0, -1.5, -21, 3
- Cc1cc(C)c2c(N)c(C(=O)Nc3ccccc3F)sc2n1
  0.4, -1.1, -97, -7
- Fc1cccc(CSc2ccc3nnc(-c4ccccc4)n3n2)c1
  0.1, -0.7, 8, 0
- CCOc1ccc(CC(=O)Nc2ccc3nc(C)n(-c4ccc(F)cc4)c(=O)c3c2)cc1
  -0.1, 0.5, -7, -3
- COc1cc(-c2c3cc(O)c(=O)cc-3oc3cc(O)c(O)cc23)cc(Cl)c1OC
  -0.4, -0.3, -11, 98*
- CCOC(=O)N1CCC(n2c(SCc3cccnc3)nc3ccccc3c2=O)CC1
  0.2, -1.2, -6, 11
- CCOc1ccc2cc(-c3ccc(OC)cc3)c(=O)oc2c1
  -0.1, -1.6, -61, -4
- COc1ccccc1C=Nc1ccccc1O
  0.1, 0.6, 5, 27
- COc1cc(C(=S)N2CCC(C)CC2)ccc1O
  0.0, -0.3, 1, 4
- C/C(N)=C(/C#N)C(=O)COC(=O)c1c(C)nn(Cc2ccccc2)c1C
  -0.2, 2.1, 17, 16
- O=C(NCc1ccccn1)c1cc2cc([N+](=O)[O-])ccc2oc1=O
  0.1, -0.9, 8, 6
- O=[N+]([O-])c1ccc(OC/C=C/c2cccc([N+](=O)[O-])c2)cc1
  0.0, 0.6, 3, 5
- CCN(c1ccccc1)S(=O)(=O)c1cc(C(=O)Nc2ccc(Oc3ccccc3)cc2)ccc1F
  0.1, 0.7, 49*, 18
- S=C(NCc1ccco1)N1CCN(c2nc(-c3ccccc3)cs2)CC1
  -0.1, 0.6, 0, -23
- CC(=O)C1C(c2ccc(C)o2)NC(=O)NC1(O)C(F)(F)F (stereo unspecified)
  -0.2, -1.3, -13, 0
- COc1ccc(OCC(O)Cn2cnc(-c3ccc(Br)cc3)c2)cc1 (stereo unspecified)
  -0.2, -0.2, 1, 3
- CCOC(=O)c1c(CN2CCN(c3ccccc3)CC2)n(-c2ccccc2)c2ccc(O)cc12
  -0.2, 1.4, -7, 3
- CCNS(=O)(=O)c1ccc(OC)c2ncccc12
  0.0, -0.8, -8, -8
- NC(=O)CSCc1nc2ccccc2s1
  0.1, 0.0, -6, 6
- CC(C)COC(=O)c1ccc(NC(=O)CCN2C(=O)c3cccc([N+](=O)[O-])c3C2=O)cc1
  0.7, -1.3, 11, 4
- COc1ccc(S(=O)(=O)N2CCC(c3nnc(-c4ccccc4C)o3)CC2)cc1OC
  0.0, -2.1, -1, -4
- Cc1occc1C(=O)Nc1ccc(F)c(Cl)c1
  0.0, -4.7, -29, 8
- O=C(O)c1ccc(OC(=O)c2ccc([N+](=O)[O-])cc2)cc1
  0.0, -0.2, -1, -3
- Cc1cnc(-c2ccc(C(N)=O)cc2)nc1NCc1ccccc1
  0.0, -1.4, 1, -11
- O=C(Nc1ccccc1Cl)c1ccc(C(F)(F)F)cc1
  0.0, -0.8, -45, -8
- COc1cc(OC)cc(N2C(=O)Nc3ccccc3N2O)c1
  -0.1, -0.3, -6, 21
- CCCN=C(N)/C(C(=O)OCC)=C(\O)c1ccccc1
  0.1, -0.4, 4, 2
- CCN(CC(=O)Nc1ccc2[nH]c(=O)[nH]c2c1)Cc1nc2ccccc2c(=O)[nH]1
  0.0, 0.0, 1, 15
- CCOC(=O)c1ccc(CN(Cc2ccccc2)S(=O)(=O)c2cccc([N+](=O)[O-])c2)cc1
  0.0, 0.5, -7, -2
- N#Cc1cccc(CN2CCC(=O)N(Cc3ccc(Cl)s3)CC2)c1
  0.3, -1.8, 2, 7

Entries of single compounds from above.
O=C(O)c1ccc(OC(=O)c2ccc([N+](=O)[O-])cc2)cc1 is entered as FBW7 activator: 0.0; GPR151 activ: -0.2; TEAD-YAP inh: -1; MITF inh: -3
COc1ccc(S(=O)(=O)N2CCC(c3nnc(-c4ccccc4C)o3)CC2)cc1OC is entered as FBW7 activator: 0.0; GPR151 activ: -2.1; TEAD-YAP inh: -1; MITF inh: -4

(continued)
Values run as follows: FBW7 activator, GPR151 activ, TEAD-YAP inh, MITF inh
- Cc1cccc(/C=C2\N=C(c3ccc(Cl)cc3)OC2=O)c1
  0.9, 0.9, -4, 3
- COc1cccc(NC(=O)CCNS(=O)(=O)c2ccc3c(c2)CCN3C(C)=O)c1
  -0.2, -0.2, 6, 8
- CCOc1ccc(-n2c(=S)sc3c(=O)n(-c4ccccc4)c(SCc4cc(=O)n5cc(Cl)ccc5n4)nc32)cc1
  0.4, 0.5, -12, 12
- c1ccc2c(c1)nc(NCC1CCCO1)c1nnnn12 (stereo unspecified)
  0.0, -1.6, -18, -1
- C=CCOc1ccccc1CN1CCc2nnc(CNC(=O)c3ccccc3OC)n2CC1
  -0.2, 0.8, -8, 5
- COc1ccc2oc(-c3ccc(NC(=O)c4cc([N+](=O)[O-])cc([N+](=O)[O-])c4)cc3)nc2c1
  0.0, 2.1, -2, 4
- O=C1CCC(=O)N1c1ccc(S(=O)(=O)Nc2ccccc2)cc1
  -0.1, -0.6, -4, 11
- O=C(NCCc1ccccc1Cl)c1ccc(NC2=NC3CS(=O)(=O)CC3S2)cc1 (stereo unspecified)
  -0.1, -0.9, 1, 1
- CC(NC(=O)COC(=O)c1ccc(Cl)cc1N)c1ccccc1 (stereo unspecified)
  0.3, -1.5, 8, 15
- Cc1ccc(-n2nc3c(c2NC(=O)c2cc(Cl)ccc2Cl)CSC3)c(C)c1
  -0.1, 0.8, 9, -1
- COc1cc2c3c(c1O)-c1c(cccc1OC)CC3[N+](C)(C)CC2 (stereo unspecified)
  0.1, 0.8, 4, 3
- O=C(CC1(c2ccccc2)CC(=O)N(CC2CCCCC2)C1=O)N1CCCC1 (stereo unspecified)
  0.1, -0.3, 0, -2
- COc1cc(C2C(C#N)=C(N)N(c3cccc(C)c3)C3=C2C(=O)CCC3)cc(OC)c1OC (stereo unspecified)
  0.1, -0.5, -10, 5
- CC(=O)c1ccccc1OC(=O)COc1ccc(Br)cc1
  0.0, 0.4, 0, -19
- COc1cc(C(=O)NNC2=NC(C)(C)Cc3ccccc32)cc(OC)c1OC
  0.7, 0.2, 7, 12
- Cc1ccc(C2=NN(C(=O)CSc3nc(N)cc(N)n3)C(c3ccco3)C2)cc1 (stereo unspecified)
  0.1, 0.3, -3, 3
- COc1ccccc1NS(=O)(=O)c1cccc(C(F)(F)F)c1
  0.1, 6.8*, 3, -6
- Cc1[nH]c(=O)[nH]c(=O)c1S(=O)(=O)NCc1ccc(Cl)cc1
  0.3, -0.8, 4, 6
- O=C(CSc1nc2ccccc2c(=O)n1CC1CCC(C(=O)NCCc2ccccc2)CC1)c1ccccc1 (stereo unspecified)
  0.1, -0.6, 3, -4
- Cc1cc(NC(=O)COc2ccc(C#N)cc2)ccc1Br
  0.1, -0.6, 7, 0
- Cn1c(=O)c2c(nc(Oc3ccc4c(c3)OCO4)n2Cc2ccccc2F)n(C)c1=O
  1.1, -2.0, -4, 11
- O=C1OCC/C1=C\c1ccccc1[N+](=O)[O-]
  -0.1, 1.6, 4, -1
- COc1cc(CC(=O)OCc2cc([N+](=O)[O-])cc3c2OCOC3)cc(OC)c1OC
  -0.1, -0.1, -3, 0
- COc1ccc(-c2ncc(C(=O)NCCN(C(C)C)C(C)C)s2)cn1
  0.0, 1.5, 8, -6
- CCOc1ccc(C(=O)NCCc2ccc(F)cc2)cc1OCC
  0.0, -1.6, -6, 13
- CCn1c(SCC(=O)Nc2ccccc2F)nnc1C1CC1
  0.0, 3.7, -4, -2
- Cc1ccc(C(=O)Nc2ccc3nn(-c4ccccc4)nc3c2)cc1
  0.3, -1.4, 0, -7
- O=S1(=O)C=C(Sc2nc3ccccc3s2)c2ccccc21
  0.1, -0.6, 61*, -1
- Cc1ccccc1OCC(=O)Nc1ccc(F)c([N+](=O)[O-])c1
  0.7, 0.0, 15, 7
- CC(=O)Oc1ccc(NC(=O)CSc2ccccc2)cc1
  0.7, -1.3, -41, 8
- COC(=O)C1CCN(C(c2ccccc2)c2sc3nc(-c4ccco4)nn3c2O)CC1 (stereo unspecified)
  -0.2, 0.9, -8, 6
- COc1ccc(COC(=O)C2=C(C)NC3=C(C(=O)CC(C)(C)C3)C2c2ccc(O)c(OC)c2)cc1 (stereo unspecified)
  -0.2, -0.2, 4, 10
- CCc1ccc(NC(=O)C2CCN(c3nccc(C)n3)CC2)cc1
  -0.1, 0.1, -4, -4
- O=C(Cc1cccs1)NC1(C(=O)Nc2ccc3c(c2)OCCO3)CCCCC1
  0.0, -1.1, 17, 6
- Cc1nc2n[nH]c(N)c2c2c1CCCC2
  0.3, 0.9, -45, 8
- O=C(c1cc2cc(Br)ccc2oc1=O)N1CCSC1c1ccc2c3c(cccc13)CC2 (stereo unspecified)
  0.0, 1.3, 9, 13
- CCN1C(=O)/C(=C/c2cc(I)c(O)c(OC)c2)SC1=S
  0.4, 0.8, 1, 14
- CC(C)(C)C1CCc2c(sc(NC(=O)c3nc4ncccn4n3)c2C#N)C1 (stereo unspecified)
  -0.1, 0.3, 14, -4
- CC(C)CCn1c(Br)nc2c1c(=O)n(CC(N)=O)c(=O)n2C
  0.5, -0.4, -22, 2
- Cn1c(-c2ccc([N+](=O)[O-])cc2)nc2ccccc21
  0.0, -4.9, -20, 5
- CC(C)OCCCNC(=O)CN(c1cccc([N+](=O)[O-])c1)S(C)(=O)=O
  0.0, 1.0, -5, -15
- COc1ccc(C(=O)NC2CCCCC2C)cc1OC (stereo unspecified)
  0.0, 0.9, -4, 3
- COC(=O)c1cccc(N2C(=O)C3C4CCC(C4)C3C2=O)c1 (stereo unspecified)
  0.0, -0.1, 0, 2
- CCC(C)c1ccc(OCC(=O)Nc2cc(C(=O)O)cc(C(=O)O)c2)cc1 (stereo unspecified)
  0.2, -0.9, 12, 8
- COc1ccc(CCNC(=O)CCn2c(SCC(=O)NCCC3=CCCCC3)nc3ccccc3c2=O)cc1OC
  0.0, 0.4, 4, -9
- Cc1cc(=O)oc2cc(OC(=O)COc3ccccc3)ccc12
  0.0, 3.1, 7, 9
- COCCCNCCCOc1ccc(Br)cc1Cl
  0.0, -0.9, 3, 18
- CCN(CC(=O)NCc1cccnc1)S(=O)(=O)c1ccc2ccccc2c1
  -0.1, -1.9, 1, 8
- O=C(Nc1ccc(Cl)cn1)c1cccc(Cl)c1Cl
  -0.1, -1.1, -29, -11
- CCCS(=O)(=O)N1CCN(Cc2ccccc2OC)CC1
  -0.1, 1.2, -10, 39
- Cc1onc(-c2c(Cl)cccc2Cl)c1C(=O)N(C)Cc1cccnc1
  0.5, 0.1, -3, -3
- CCCS(=O)(=O)N1CCN(Cc2ccc(OC)c(OC)c2OC)CC1
  0.0, -0.2, -1, 52*

Not a hit list, and some 3.5% of all compounds hit somewhere here.
